Assay outcomes: PubChem BioAssay, National Center for Advancing Translational Sciences (NCATS)
GPT2 inh = inhibitors of human GPT2 alanine aminotransferase | Q8TD30 | Recombinant GPT2, coupled pyruvate oxidase/HRP Amplex Red fluorescence | Potency, µM (series often up to 57.7 µM), for inactives: at the highest dose activity change, negative = inhibition, most hits filed as inhibitors | 100,000 compounds, 0.25% hits | AID 1671188; further: potency means the concentration at half of the fitted maximal effect; nearly all actives have a fitted effect of over 60% in size; many of its hits are not listed in these tables
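Inhibition is scored from Amplex Red fluorescence generated when pyruvate oxidase and HRP act on pyruvate released by GPT2. Reactions contain 10ng/uL enzyme, 250uM a-KG and 2mM L-alanine and run 30 min at room temperature.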
Luciferase inh = Photinus pyralis luciferase inhibition | 76,000 compounds, 2.5% hits | Potency, µM (highest dose often 115 µM), for inactives: at the highest dose activity change, negative = inhibition, usual class: inhibitors | purified P. pyralis luciferase, luminescence, biochemical | P08659; further: potency means the concentration at half of the fitted maximal effect; nearly all actives have a fitted effect of over 65% in size
Target sequence (P08659 whole entry, looked up): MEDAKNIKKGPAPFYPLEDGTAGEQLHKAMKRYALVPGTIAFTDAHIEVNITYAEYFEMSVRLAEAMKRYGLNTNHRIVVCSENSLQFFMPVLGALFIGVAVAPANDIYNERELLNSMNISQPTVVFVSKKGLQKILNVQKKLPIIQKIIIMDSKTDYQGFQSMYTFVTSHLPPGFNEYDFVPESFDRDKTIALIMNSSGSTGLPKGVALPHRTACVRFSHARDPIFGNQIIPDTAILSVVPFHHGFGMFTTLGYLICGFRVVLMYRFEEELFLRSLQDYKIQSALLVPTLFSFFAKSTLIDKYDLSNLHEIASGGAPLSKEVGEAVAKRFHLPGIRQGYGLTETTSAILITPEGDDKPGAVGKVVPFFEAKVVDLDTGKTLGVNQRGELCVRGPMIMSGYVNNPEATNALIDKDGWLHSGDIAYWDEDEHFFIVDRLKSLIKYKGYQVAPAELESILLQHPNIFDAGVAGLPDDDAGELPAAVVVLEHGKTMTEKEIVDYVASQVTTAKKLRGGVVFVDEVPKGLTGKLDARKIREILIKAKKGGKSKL
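FLuc 10nM, D-luciferin 10uM, ATP 10uM, Mg acetate 10mM, Tris acetate pH 7.5, Tween/BSA; cpd qHTS; enzyme added last; CCD luminescence.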
HEK293 tox = cytotoxic compounds in HEK 293 cells; HEK 293 viability, ATP luminescence (CellTiter-Glo), 48-72 h; AID 1345083; Potency, µM (top dose mostly 115 µM), without a hit: at the highest dose activity change, negative = cytotoxicity, most hits filed as inhibitors; 94,000 compounds, 6.6% hits; further: potency means the concentration at half of the fitted maximal effect; nearly all actives have a fitted effect of over 60% in size
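Cells seeded first (HEK 293, 250 cells/well), then compound added by pintool. Incubation ran 48 or 72 hr at 37 degree Celsius. CellTiter-Glo was added and luminescence imaged after 10 min at room temperature.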
IP6K1 inh = inhibitors of human IP6K1. IP6K1 kinase, ADP-Glo luminescence, 2 h; active compounds read low. AID 1645851. 140,000 compounds, 0.81% hits. activity change, % (series mostly up to about 58 µM). Q92551; in the data active means activity change below about -25%
Target sequence (Q92551 whole entry, looked up): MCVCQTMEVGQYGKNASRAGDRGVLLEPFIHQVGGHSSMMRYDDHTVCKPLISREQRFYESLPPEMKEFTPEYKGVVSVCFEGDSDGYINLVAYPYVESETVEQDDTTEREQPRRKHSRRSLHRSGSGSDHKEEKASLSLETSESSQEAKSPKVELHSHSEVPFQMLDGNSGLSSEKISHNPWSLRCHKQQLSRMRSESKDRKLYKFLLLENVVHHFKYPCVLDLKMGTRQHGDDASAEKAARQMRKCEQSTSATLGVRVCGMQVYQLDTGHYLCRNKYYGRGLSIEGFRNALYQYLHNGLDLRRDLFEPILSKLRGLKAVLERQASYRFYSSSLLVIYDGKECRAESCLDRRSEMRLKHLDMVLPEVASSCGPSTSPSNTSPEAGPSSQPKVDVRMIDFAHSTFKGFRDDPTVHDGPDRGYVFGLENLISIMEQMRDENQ
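ADP-Glo luminescence measures ADP made by human IP6K1 during a 2 h RT reaction with ATP/IP6 (mix at 1.3 mM/130 uM); top library doses 57.5 and 19.1 uM final.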
SNCA expr inhib = inhibitors of alpha-synuclein (SNCA) gene expression; Potency, µM (series often up to 57.2 µM), for the others: at the top dose activity change, negative = inhibition, usual class: inhibitors; HEK-293 SNCA-luciferase knock-in, luminescence, 24 h; 140,000 compounds, 0.17% hits;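 further: potency means the concentration at half of the fitted maximal effect; plate controls were DMSO cells for no effect and cell-free wells for full effect; nearly all actives have a fitted effect of over 45% in size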
HEK293 viab = cell viability loss counter-screen. HEK-293-SNCA-luc viability, GF-AFC fluorescence, 24 h. Potency, µM (top dose mostly 57.1 µM), without a hit: top-dose activity change, negative = cytotoxicity, usual class: cytotoxic. 150,000 compounds, 0.12% hits;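 further: potency means the concentration at half of the fitted maximal effect; 0% = DMSO-treated cells and -100% = medium-only wells without cells; nearly all actives have a fitted effect of over 30% in size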
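HEK-293-SNCA-luc cells (1500/well) plated 24 h, then exposed 24 h to a dilution series; GF-AFC added 30 min at 37C, fluorescence 405/540 nm; normalised to medium-only and DMSO wells, Hill fit.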
NIH3T3 tox = cytotoxic compounds in NIH 3T3 cells; NIH 3T3 viability, CellTiter-Glo ATP luminescence, 48-72 h; AID 1345082; Potency, µM (highest dose often 96.7 µM), inactives show at the highest dose activity change, negative = cytotoxicity, hits mostly inhibitors; 94,000 compounds, 4.3% hits; further: potency means the concentration at half of the fitted maximal effect; nearly all actives have a fitted effect of over 55% in size
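Mouse fibroblast NIH 3T3 cells, 400 per well, received compound via pintool and were incubated for 48 or 72 hr prior to CellTiter-Glo ATP luminescence measurement.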
* marks the source's active call; other numbers are inactive results; i = inactive; ? = inconclusive; . = not tested or not shown; & = joins results of further samples; [ ] = remark or other dose. Unless noted, the call rests on the fitted dose curve; in most records, active means well fitted curve in the direction sought with a large enough effect; inconclusive means small, poorly fitted or top-dose-only effect, or another doubt; inactive means no such curve, though single readings can be large; an effect the other way counts as inactive or inconclusive. Unless noted, on the % scale 0 is the no-effect control and ±100 the full control effect.

canonical_smiles	HEK293 tox	IP6K1 inh	NIH3T3 tox	HEK293 viab	SNCA expr inhib	GPT2 inh	Luciferase inh
CC(=O)N1CCCC1c1nc2ccccc2n1Cc1ccccc1Cl (configuration not stated)	.	18	.	-12%	43%[activator]	.	.
O=C(Nc1ccccc1)c1nc2c(o1)CCN(Cc1ccc(F)cc1)CC2	?	6	?	-1%[87.6 µM]	64%[activator][87.6 µM]	0%[88.5 µM]	8.9µM*
COc1ccc(S(=O)(=O)N2CC(c3nc(-c4ccncc4)no3)C2)cc1	-6%	23	-27%	-12%	21%	1%	.
COCCn1ccc2ccc(C(=O)NC3CCCc4c3[nH]c3ccccc43)cc21 (configuration not stated)	?	-5	?	-9%	8%	-4%	-8%
O=C1CC2(CCCC2)[C@H](O)C(=O)N1CCCCN1CCN(c2ncccn2)CC1	.	8	.	-26%	.	?	.
O=c1c(-c2ccc(O)cc2)coc2cc(O)ccc12	.	.	.	-5%&3%	-39%&-3%	i	.
O=C(c1ccncc1)N1CCC(c2nc(C3CCOCC3)no2)C1 (configuration not stated)	-9%	13	-15%	0%	-13%	i	-19%
COC(=O)c1c(NC(=O)c2nc(SCc3ccccc3C)ncc2Cl)sc2c1CCCC2	.	45	.	7%	-12%	.	.
Cn1c(C(=O)NC2CCN(Cc3ccccc3)CC2)cc2c1CCN(Cc1ccccc1)C2	?	-8	?	-2%	-29%	2%	-8%
CCOC(=O)C1CCN(C(=O)CC2CCN(c3ccnc(OC)n3)CC2)CC1	-15%	27	?	1%	-5%	i	-5%
CN(C)S(=O)(=O)N1CCC(CCc2nc(C3CCOCC3)no2)CC1	?	18	-30%	-3%	19%	i	.
O=C(NCc1ccc(Cl)cc1)c1ccc(Cn2c(=O)c3cccn3c3cccnc32)cc1	.	-3	.	4%	-7%	.	.
N#Cc1ccc(C(=O)N2CCC(c3n[nH]c(=O)n3-c3ccccc3)CC2)cc1	1%	0	-8%	7%	16%	i	-12%
CCOCc1nc(C2CCCN(C(=O)NC(C)C)C2)no1 (configuration not stated)	7%	39	4%	5%[12.5 µM]	2%	i	5%
COc1ccc(Cn2c(C3CCN(C(=O)c4ccc(C)c(C)c4)CC3)n[nH]c2=O)cc1	-7%	-3	-5%	3%	-8%	-6%	-4%
O=C(O)COCC(=O)N[C@H]1CO[C@H]2[C@@H]1OC[C@@H]2n1nnnc1Oc1ccc(-n2cncn2)cc1	i	2	i	-8%	17%	1%	-7%
CCOc1cc(=O)n2c(c1C(=O)Nc1ccc(Br)cc1F)CCCC2	-29%	21	-23%	-4%	-31%	-11%	-5%
CCc1ccc(-n2c(=O)c3c4c(sc3n(Cc3ccccc3C#N)c2=O)CCCC4)cc1	.	24	.	12%	-8%	.	.
O=C(c1ccccn1)N1CCC(N(C(=O)NCCc2ccccc2)C2CCOCC2)CC1	2%	-10	-5%	12%	120%[activator]	i	0%
CN1C(=O)Cc2cc(S(=O)(=O)CCC(=O)Nc3ccccc3)ccc21	.	-6	.	-5%	-21%	.	.
COc1cc(NC(=O)CCC2CCCN(Cc3nc(C(C)C)cs3)C2)cc(OC)c1 (configuration not stated)	?	-1	?	-6%	-16%	i	6%
CN1CC(=O)N(C2CCCNCC2)Cc2c1ncnc2N1CCCC(F)C1 (configuration not stated)	-8%	1	-4%	1%	-12%	2%	.
COc1ccc(-c2cnc3n2CC(C(=O)N(C)C)CC3)cc1 (configuration not stated)	i	13	-10%	2%	-21%	i	-2%
Cc1ccc(C)c(Nc2nnc(-c3ccc(C)c(S(=O)(=O)NCC4CCCO4)c3)c3ccccc23)c1 (configuration not stated)	.	-11	.	?	?	.	.

Some entries already given, limited to IP6K1 inh.
structure | IP6K1 inh
COc1cc(NC(=O)CCC2CCCN(Cc3nc(C(C)C)cs3)C2)cc(OC)c1 (configuration not stated) | -1
CN1CC(=O)N(C2CCCNCC2)Cc2c1ncnc2N1CCCC(F)C1 (configuration not stated) | 1
COc1ccc(-c2cnc3n2CC(C(=O)N(C)C)CC3)cc1 (configuration not stated) | 13
Cc1ccc(C)c(Nc2nnc(-c3ccc(C)c(S(=O)(=O)NCC4CCCO4)c3)c3ccccc23)c1 (configuration not stated) | -11

Continued.
canonical_smiles	HEK293 tox	IP6K1 inh	NIH3T3 tox	HEK293 viab	SNCA expr inhib	GPT2 inh	Luciferase inh
O=C(CNC(=O)c1cccc(-c2ccc(C(F)(F)F)cc2)c1)NCCc1ccc(Cl)cc1	16µM*	-7	-23%	-1%[12.5 µM]	-19%	i	.
O=C(c1cc(-c2cnccc2Cl)c2cccn2n1)N1CCCC1	?	1	?	-7%	-6%	-15%	.
CCN1CCN(CCCN2CC3(CCN(c4ncccc4F)CC3)OC2=O)CC1	?	3	-13%	6%	-4%	-3%	2%
O=C(O)CN1CCCc2nc(-c3ccccc3)ncc2C1=O	i	1	i	5%	5%	i	5%
Cc1cccc(-c2nc(C)c(CCNC(=O)c3cccs3)s2)c1	.	-9	.	-9%	137%[activator]	.	.
Cc1nc(CC(=O)N2C[C@@H](CN3CCCCCC3)[C@@H](CO)C2)cs1	-3%	-2	0%	5%	-6%	-4%	2%
CC(=O)N1CCC(CC(=O)N2CCN(c3cc(-c4ccccc4)[nH]n3)CC2)CC1	-13%	1	?	10%	18%	i	11%
O=C(O)c1cc(=O)c2c(OCC(O)COc3cccc4oc(C(=O)O)cc(=O)c34)cccc2o1	.	27	.	-1%	-9%	-20%	.

Whole records, quoted from the list. Order of screens: HEK293 tox	IP6K1 inh	NIH3T3 tox	HEK293 viab	SNCA expr inhib	GPT2 inh	Luciferase inh
CC(=O)N1CCC(CC(=O)N2CCN(c3cc(-c4ccccc4)[nH]n3)CC2)CC1 as listed: -13%	1	?	10%	18%	i	11%
O=C(CNC(=O)c1cccc(-c2ccc(C(F)(F)F)cc2)c1)NCCc1ccc(Cl)cc1 as listed: 16µM*	-7	-23%	-1%[12.5 µM]	-19%	i	.
Cc1cccc(-c2nc(C)c(CCNC(=O)c3cccs3)s2)c1 as listed: .	-9	.	-9%	137%[activator]	.	.
O=C(O)c1cc(=O)c2c(OCC(O)COc3cccc4oc(C(=O)O)cc(=O)c34)cccc2o1 as listed: .	27	.	-1%	-9%	-20%	.
O=C(c1cc(-c2cnccc2Cl)c2cccn2n1)N1CCCC1 as listed: ?	1	?	-7%	-6%	-15%	.

(listing goes on)
canonical_smiles	HEK293 tox	IP6K1 inh	NIH3T3 tox	HEK293 viab	SNCA expr inhib	GPT2 inh	Luciferase inh
COCCCn1c(=O)c(C(=O)N2CCN(C(=O)c3ccc(C)cc3)CC2)nc2cccnc21	-7%	-3	-3%	0%	-5%	3%	.
CCc1cccc(OCC(=O)c2ccc3c(c2)N(CC(=O)N(C)Cc2ccccc2)C(=O)CO3)c1	?	7	?	?	-26%	-30%	-7%
CCCCc1nn2c(=O)cc(COC(=O)c3ccc(NC(=O)C(CC)CC)cc3)nc2s1	.	25	.	5%	2%	.	.
Cc1c(C(=O)OC2CCCCC2)[nH]c2c1C(=O)CC(c1ccc(F)cc1)C2 (configuration not stated)	.	7	.	5%	4%	.	.
Cc1ccc2c(c1)C(C[C@H]1CN(C(=O)NC(C)C)CC[C@H]1CC(=O)O)=NCC2	0%[172 µM]	6	1%[174 µM]	-12%[87.6 µM]	-10%[87.6 µM]	i	-8%[172 µM]
Cc1nc([C@](C)(O)CO)sc1-c1cnc(N)c(O[C@H](C)c2cc(F)ccc2-n2nccn2)c1	.	9	.	-11%	.	i	.
COc1cc(Cl)c(C)cc1NC(=O)c1cc2c(Cl)nc3ccc(C)cc3c2s1	.	-8	.	2%	20%	.	.
O=C(NC(=O)c1ccccc1)Nc1ccc(-c2cc(C(F)(F)F)nn2-c2ccccc2)cc1	.	31	.	0%	6%	.	.
Cc1cc(Nc2cccc(C(=O)O)c2)n2nc(C)nc2n1	.	-15	.	-5%	-4%	.	.
COc1ccc2[nH]c(C[C@@H]3C[C@@H](C(C)C)[C@H](CNC4CCN(C)CC4)C=C3C)nc2n1	?	10	?	-7%[87.6 µM]	6%[87.6 µM]	-33%[88.5 µM]	-5%[172 µM]
COc1ccc(CC(=O)N2CCc3nc4cc[nH]n4c(=O)c3C2)c(Cl)c1	2%	14	-7%	0%	1%	i	-8%
CCC1CCCCN1CCCNC(=O)c1cc2c(Cl)nc3ccc(C)cc3c2s1 (configuration not stated)	.	6	.	4%	24%	.	.
COc1ccc(-c2cn3c(n2)sc2cc(C(=O)NC4CCCCCC4)ccc23)cc1	.	4	.	-2%	28%	.	.
N#Cc1cccc(NC(=O)O[C@@H]2CO[C@H]3[C@@H]2OC[C@@H]3n2nnnc2SC2CCCC2)c1	3%	-10	4%	4%	-11%	-23%	3%
CN1C(=O)C(c2ccccc2)CC12CCN(C(=O)CO)CC2 (configuration not stated)	i	45	i	1%	17%	-1%[11.5 µM]	-1%
CCOC(=O)c1c(C)oc2nc(C)nc(N3CCN(c4cccc(C)c4C)CC3)c12	.	-6	.	-5%	3%	.	.
CN(C(=O)c1ccc2cccc(F)c2n1)C1CCCN(CCCc2ccccc2)C1 (configuration not stated)	?	12	?	-9%	60%[activator]	?	4%
O=C(NCCN1CCCC1)c1c(OCC2CC2)cc(=O)n2c1CCOCC2	i	-7	i	-13%	39%[activator]	i	3%
CC(=O)OC1CC2(C)C(CCC(C)C23Cc2c(O)cc4c(c2O3)CNC4=O)C(C)(C)C1O (configuration not stated)	.	-1	.	-23%[23.9 µM]	.	-18%[27.3 µM]	.
CC(N)(C(=O)O)c1ccc(C(=O)O)cc1 (configuration not stated)	.	.	.	6%	1%	i	.
CCc1cnc(N)nc1N1CCN(c2cnccn2)CC1	1%	4	-11%	3%	11%	i	11%
COc1ccccc1CNC(=O)c1cccn1-c1nnc(N2CCCCC2)s1	.	16	.	-17%	22%	.	.
COc1ccc(-n2c3c(cc(-c4nc(-c5ccc(C)cc5)cs4)c2=O)C(=O)CC(C)(C)C3)cc1	.	17	.	-1%	10%	.	.

An unsorted share of the library. Share with any hit: about 7.8%.
